# TDP1 inh: TDP1 (human) enzyme inhibition; Q9NUW8; recombinant TDP1, AlphaScreen DNA substrate cleavage; Potency, µM (doses to about 130 µM), without a hit: at the highest dose activity change, negative = inhibition, hits mostly inhibitors; 350,000 compounds, 0.28% hits; note: nearly all actives have a fitted effect of over 40% in size
# Target sequence (Q9NUW8 whole entry, looked up): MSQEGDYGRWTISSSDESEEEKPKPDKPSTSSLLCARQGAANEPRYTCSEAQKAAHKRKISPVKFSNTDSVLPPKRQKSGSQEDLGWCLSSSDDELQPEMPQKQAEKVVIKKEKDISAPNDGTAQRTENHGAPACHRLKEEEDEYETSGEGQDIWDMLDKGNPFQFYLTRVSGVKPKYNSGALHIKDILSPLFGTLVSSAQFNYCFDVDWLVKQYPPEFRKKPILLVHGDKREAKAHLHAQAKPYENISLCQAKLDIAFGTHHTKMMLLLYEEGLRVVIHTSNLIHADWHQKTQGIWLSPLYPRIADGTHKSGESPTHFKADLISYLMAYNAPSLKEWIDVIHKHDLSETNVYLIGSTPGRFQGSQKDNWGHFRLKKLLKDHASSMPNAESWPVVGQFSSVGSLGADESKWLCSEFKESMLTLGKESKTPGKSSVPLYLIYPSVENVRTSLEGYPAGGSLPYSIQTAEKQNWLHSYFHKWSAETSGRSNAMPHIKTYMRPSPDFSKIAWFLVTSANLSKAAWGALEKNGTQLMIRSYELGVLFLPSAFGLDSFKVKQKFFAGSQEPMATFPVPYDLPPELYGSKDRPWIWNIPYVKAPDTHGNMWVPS
#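 Recombinant E. coli-expressed Tdp1 (1 nM) preincubated with compound 15 min at RT, then 5'-biotin/3'-phosphotyrosine-FITC DNA substrate (15 nM) added for 5 min. AlphaScreen beads (10 ug/ml) added, 10 min RT; tyrosine-FITC cleavage read as signal loss.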
# TDP1 cell noCPT: qHTS for Inhibitors of human tyrosyl-DNA phosphodiesterase 1 (TDP1): qHTS in cells in absence of CPT. 420,000 compounds, 15% hits. Potency, µM (highest dose often 46.2 µM), for the others: at the highest dose activity change, negative = growth inhibition, hits mostly inhibitors. DT40 Tdp1-/- hTDP1 cells, no CPT, ATP luminescence, 48 h. AID 686978, 2013; note: nearly all actives have a fitted effect of over 55% in size
#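 Readout: luminescence from CellTiter-Glo after 30 min in the dark at RT. Cells: DT40 Tdp1-/- with stable hTDP1, 400/well. Exposure: compounds alone, ≥48 hr, 37 °C.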
# TDP1 cell CPT: DT40-hTDP1 cell growth loss with CPT | chicken DT40 Tdp1-/-;hTDP1 cells + 20 nM CPT, ATP luminescence, 48 h | Potency, µM (titrated, usually from 46.2 µM), without a hit: top-dose activity change, negative = growth inhibition, hits mostly inhibitors | 420,000 compounds, 12% hits; note: nearly all actives have a fitted effect of over 55% in size
#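 Chicken DT40 Tdp1-/- cells stably complemented with human TDP1 were seeded at 400 cells/well in medium containing 20 nM camptothecin, exposed to pin-transferred compounds, and grown at 37 °C for at least 48 hr. Viability was read as ATP luminescence.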
# An asterisk follows results filed as active; u = inconclusive; x = no result given; [ ] = another dose, or the depositor's remark. Calls come from the whole dose curve; as a rule, active = well fitted curve in the direction sought with a large enough effect; inconclusive = small, poorly fitted or top-dose-only effect, or another doubt; inactive = no such curve, though single readings can be large; an effect the other way counts as inactive or inconclusive. % is set by controls: 0 for no effect and ±100 for the full control effect; potency is the fitted concentration of half-maximal effect.
smiles	TDP1 inh	TDP1 cell noCPT	TDP1 cell CPT
Fc1cccc(Cl)c1CNCc1ccccc1Cl	-4.0%	u	-25.3%
Cc1ccc(CNC(=O)c2cc(C)nc3c2c(C)nn3-c2ccc(C)cc2)cc1	5.3%	u	u
O=C(CCCn1cnc([N+](=O)[O-])n1)Nc1ccc(Cl)c(Cl)c1	0.0%	-0.4%	-26.0%
CC(=O)C1=C(O)C(=O)N(c2cccnc2)C1c1ccc(Cl)cc1 (stereo not drawn)	1.0%	-7.0%	-7.7%
OCCN(C=NC1=NN(c2cccc(C(F)(F)F)c2)CC1)CCO	6.4%	-12.3%	-17.8%
COCCNC(=O)CSc1nnc2[nH]c(=O)cc(C)n12	-10.4%	-11.6%	28.0%
COCCNc1ccc(N2C(=O)CCCC2=O)cc1[N+](=O)[O-]	-3.1%	-6.7%	7.6%
COc1cccc(NC(=O)CN(C)S(=O)(=O)c2ccc3c(c2)NC(=O)CS3)c1	-1.8%	-14.1%	-2.2%
COc1ccc(-c2nnc(OCc3nc4ccccc4n3C)c3ccccc23)cc1	5.3%	u	u
CCc1ccc(Cn2nnc(C(=O)NCc3ccccc3OC)c2N)cc1	-1.2%	-10.3%	-12.0%
CC(C)Cc1nc2cc(NS(=O)(=O)N(C)C)cc(C(=O)N3CC4(C)CC3CC(C)(C)C4)c2n1C (stereo not drawn)	x	u	-7.9%[9.04 µM]
Cc1ccc(-n2ncc3c(=O)[nH]c(SCC(=O)N4CCCc5ccccc54)nc32)cc1	4.1%	-27.8%	-25.5%
CSc1ccc(/C=C(/NC(=O)c2ccco2)C(=O)N2CCOCC2)cc1	4.1%	3.5%	6.2%
O=C1NC(c2ccccc2)=C(c2ccc3ccccc3n2)C(c2ccc(F)cc2)N1 (stereo not drawn)	5.7%	u	u
CCCc1c(C(=O)NNc2cc(C(F)(F)F)ccc2Cl)cnn1-c1ccccc1	5.5%	-15.8%	7.0%
COC(=O)[C@]12CCCCC=C1N(Cc1cccc3ccccc13)C(=O)[C@H](CC(=O)NCc1ccc(OC)c(OC)c1)C2	x	u	u
COCCCn1c(-c2ccsc2)nc2c1c(=O)[nH]c(=O)n2Cc1ccccc1	1.0%	-27.3%	-18.7%
Cc1ccc(NC(=O)CCC(=O)NNC(=O)C(C)(C)C)c(C)c1	-10.3%	17.0%	-3.3%
CCCCOc1ccc(OCCCC)c2c1NC1(N2)C(=O)N(C(C)=O)c2ccccc21	1.5%	u	-27.8%
C=CCNC(=O)c1ccc(Sc2ccc(C)cc2)c([N+](=O)[O-])c1	7.8%	-20.2%	-12.0%
CC(Cn1cncn1)C(=O)N1CCN(S(=O)(=O)c2ccccc2)CC1 (stereo not drawn)	1.1%	1.0%	-4.5%
CC(C)(C)c1ccc(OCC(=O)OCCNC(=O)c2cccnc2)cc1	4.1%	-11.2%	-19.5%
COc1ccc(-c2nc3ccc(C4=NNC(=O)CC4C)cc3[nH]2)cc1 (stereo not drawn)	x	13.3µM*	u
CCOC(=O)Cn1c(=O)oc2cc(S(=O)(=O)N3CCn4c3nc3ccccc34)ccc21	2.2%	u	u
Cn1nnnc1SCC(=O)NCc1ccco1	-2.2%	-19.9%	-0.2%

# Quoted at random: 6 compounds from above.
smiles	TDP1 inh	TDP1 cell noCPT	TDP1 cell CPT
Fc1cccc(Cl)c1CNCc1ccccc1Cl	-4.0%	u	-25.3%
Cc1ccc(CNC(=O)c2cc(C)nc3c2c(C)nn3-c2ccc(C)cc2)cc1	5.3%	u	u
CC(=O)C1=C(O)C(=O)N(c2cccnc2)C1c1ccc(Cl)cc1 (stereo not drawn)	1.0%	-7.0%	-7.7%
CSc1ccc(/C=C(/NC(=O)c2ccco2)C(=O)N2CCOCC2)cc1	4.1%	3.5%	6.2%
CC(Cn1cncn1)C(=O)N1CCN(S(=O)(=O)c2ccccc2)CC1 (stereo not drawn)	1.1%	1.0%	-4.5%
COc1ccc(-c2nnc(OCc3nc4ccccc4n3C)c3ccccc23)cc1	5.3%	u	u

# Following part.
smiles	TDP1 inh	TDP1 cell noCPT	TDP1 cell CPT
CN1CCC(=C2c3ccccc3Sc3ccccc32)CC1	11.0%	18.4µM*	7.31µM*
CC(=O)Nc1ccc(NC(=O)c2cc(-c3cc(F)ccc3OCC3CCCO3)n[nH]2)cc1 (stereo not drawn)	x	u	u
CCC(C)NS(=O)(=O)c1ccc(OCC(=O)N2CCCCC2)cc1 (stereo not drawn)	7.8%	-17.2%	-18.6%
O=S(=O)(Cc1ccccc1)NCC1CCCN(Cc2ccc3nonc3c2)C1 (stereo not drawn)	-1.2%	6.0%	1.9%
S=C(Nc1ccc(Br)cc1Cl)N1CCN(c2ccccn2)CC1	3.5%	9.2%	3.4%
C=C(c1nc2ccccc2s1)C1Cc2cccc3c2N(CCC3)C1 (stereo not drawn)	x	0.0891µM*	0.0891µM*
Cc1cc2c(c(=O)n1Cc1ccc3c(c1)OCO3)C(c1cccnc1)C(C#N)=C(N)O2 (stereo not drawn)	1.1%	0.2%	-15.4%
CC(NC(=O)COC(=O)CCC(=O)c1ccc(Cl)cc1)c1ccccc1 (stereo not drawn)	-2.7%	-27.0%	-8.0%
O=C(CSc1nc2ccccc2[nH]1)Nc1c(F)cccc1F	2.0%	-3.9%	6.1%
Cc1cccn2c(=O)c3cc(C(=O)NCC4CCCO4)c(=N)n(CCc4ccccc4)c3nc12 (stereo not drawn)	x	-83.1%	16.4µM*
CC(C)CNS(=O)(=O)c1ccc(S(=O)(=O)N2CCN(CCC#N)CC2)cc1	2.2%	-17.5%	-7.7%
N#CC1=C(N)Oc2n[nH]c(-c3cccnc3)c2C1c1ccc([N+](=O)[O-])o1 (stereo not drawn)	-7.7%	2.91µM*	3.66µM*
Cc1cccc(C(C)C)c1NC(=O)c1ccc2c(c1)CCCN2S(C)(=O)=O	4.7%	-23.8%	u
O=C1OCCC1Sc1nnc(-c2ccco2)o1 (stereo not drawn)	-2.4%	0.2%	1.0%
Cc1nc2ccc([N+](=O)[O-])cc2s1	0.5%	16.4%	18.2%
CN(C)CCNC(=O)C1CCCNC1=O (stereo not drawn)	3.8%	-4.1%	-1.6%
CC(=O)c1ccc(N(CC(=O)NC2CCS(=O)(=O)C2)S(=O)(=O)c2ccc(Cl)cc2)cc1 (stereo not drawn)	0.0%	-15.1%	-8.6%
Cc1cccc(C(=O)NC(=S)N2CCc3ccccc3C2)c1	6.3%	-17.2%	-10.3%
O=C1/C(=C/c2cccc([N+](=O)[O-])c2)CCc2ccccc21	8.1%	14.6µM*	u
COC(=O)c1cc(-c2ccc(Br)cc2)on1	-3.7%	1.4%	-5.0%
COc1ccccc1NC(=O)Nc1nnc(CC(=O)Nc2ccccc2C)s1	-1.2%	u	u
Cc1ccc2cc(NC(=O)c3cccc(F)c3)ccc2n1	x	-23.3%	-3.2%
CCN(CC)C(=O)CSc1nnc(SCc2ccc(Cl)cc2)s1	1.9%	u	-20.4%
O=C(CCC(=O)c1cccs1)OCC(=O)N1CCN(C(=O)c2ccco2)CC1	0.0%	1.9%	9.0%
COC(=O)C1CCN(C(=O)Cc2c(OC)ccc3cc(Br)ccc23)CC1	-11.1%	u	18.4µM*

# (more compounds)
SMILES,TDP1 inh,TDP1 cell noCPT,TDP1 cell CPT
CCC(CC)C(=O)Nc1cccc(-c2ccc3nncn3n2)c1,1.3%,-25.0%,-0.4%
CCOc1cc(/C=C2\NC(=O)NC2=O)ccc1OC(C)C(=O)O (stereo not drawn),x,u,-6.0%
Cc1nn(CC(=O)NC2CCC(C)CC2)c(=O)c2c1sc1ccccc12 (stereo not drawn),2.9%,-18.7%,-21.1%
Cc1ccc(C(c2sc3nc(C)nn3c2O)N2CCN(CCO)CC2)cc1 (stereo not drawn),x,-2.4%,-5.8%
O=C(CCC(=O)c1cccs1)c1cccs1,7.5%,-2.8%,-7.4%
CCc1ccc(NC(=O)Cn2ccn(-c3cccc(Cl)c3)c(=O)c2=O)cc1,1.3%,u,u
Cc1cc(C(=O)COC(=O)/C=C/c2ccc(F)cc2)c(C)n1C,7.3%,-22.0%,-28.0%
Cc1ccc(CN(C)C(=O)c2cccc(S(=O)(=O)N3CCc4ccccc4C3)c2)o1,5.5%,-18.9%,-22.6%
CCN(CC(=O)Nc1c(F)cccc1F)C(=O)c1ccc(NC(=O)CC2SC(N3CCCC3)=NC2=O)cc1 (stereo not drawn),1.7%,-17.8%,3.6%
CC(=O)Nc1ccc(/C=N/NC(=O)CNS(=O)(=O)c2ccccc2)cc1,2.9%,3.5%,-6.7%
CSc1ncccc1C(=O)OCC(=O)N1CCN(S(=O)(=O)c2ccc(C)cc2C)CC1,x,u,-4.2%
Cc1nc2ccccc2c(=O)n1/N=C/c1ccc(F)cc1,x,14.8%,-1.2%
Cn1c(SCC(=O)c2ccc3c(c2)OCCO3)nnc1C1CC1,-5.5%,-4.2%,-13.4%
CC(C)NC(=O)Nc1ccc2c(c1)C(=O)N([C@@H](C)CO)C[C@H](C)[C@H](CN(C)S(=O)(=O)c1ccccc1)OCCCC[C@H](C)O2,x,11.6µM*,18.4µM*
CC1(C(=O)NS(=O)(=O)c2cccs2)CCN1C(=O)CC1CCCC1 (stereo not drawn),x,6.8%,2.9%
O=C(CSc1nnc(-c2ccc(C(F)(F)F)cn2)o1)Nc1cccc(Cl)c1,x,-11.3%,17.2%
CC(C)c1nc(SCC(=O)N2CCCCCC2)c2c(=O)n(C)c(=O)n(C)c2n1,6.2%,u,u
COc1ccc(N2CCN(C(=O)c3ccccc3NC(=O)c3ccccc3)CC2)cc1,8.7%,-0.7%,-0.7%
COc1cc(C(=O)NC2CCN(Cc3ccccc3)CC2)cc(Cl)c1OC,x,u,u
CN(C)C(=O)CCc1ccc2c3c([nH]c2c1)[C@]1(CCC2CCCC2)[C@@H](C(=O)N2CCOCC2)C[C@H](CC(=O)NC(C)(C)C)C(=O)N1CC3,0.2%[56.1 µM],u,-24.0%
O=C(CSc1ccc(-c2ccccc2)nn1)N1CCN(c2ccccc2)CC1,5.3%,-13.1%,-8.7%
COc1ccccc1NS(=O)(=O)c1ccc(Br)s1,2.0%,-15.3%,-19.1%
COc1ccc(CNC(=O)C[C@H]2C[C@H](C(=O)N3CCCCC3)[C@@]3(CCc4ccccc4)c4[nH]c5cc(-c6ccco6)ccc5c4CCN3C2=O)cc1OC,2.9%[56.1 µM],u,u

# Shown field by field: part of the list above.
COc1ccc(N2CCN(C(=O)c3ccccc3NC(=O)c3ccccc3)CC2)cc1
  TDP1 inh: 8.7%	TDP1 cell noCPT: -0.7%	TDP1 cell CPT: -0.7%
CC1(C(=O)NS(=O)(=O)c2cccs2)CCN1C(=O)CC1CCCC1 (stereo not drawn)
  TDP1 inh: x	TDP1 cell noCPT: 6.8%	TDP1 cell CPT: 2.9%

# Sorted by length of the SMILES (smallest number first): part of the list above.
SMILES,TDP1 inh,TDP1 cell noCPT,TDP1 cell CPT
COc1ccc(-c2nnc(OCc3nc4ccccc4n3C)c3ccccc23)cc1,5.3%,u,u
Cc1cc2c(c(=O)n1Cc1ccc3c(c1)OCO3)C(c1cccnc1)C(C#N)=C(N)O2 (stereo not drawn),1.1%,0.2%,-15.4%
CC(C)NC(=O)Nc1ccc2c(c1)C(=O)N([C@@H](C)CO)C[C@H](C)[C@H](CN(C)S(=O)(=O)c1ccccc1)OCCCC[C@H](C)O2,x,11.6µM*,18.4µM*

# A stretch of the results above, for reference:
SMILES,TDP1 inh,TDP1 cell noCPT,TDP1 cell CPT
CN(C)C(=O)CCc1ccc2c3c([nH]c2c1)[C@]1(CCC2CCCC2)[C@@H](C(=O)N2CCOCC2)C[C@H](CC(=O)NC(C)(C)C)C(=O)N1CC3,0.2%[56.1 µM],u,-24.0%
O=C(CSc1ccc(-c2ccccc2)nn1)N1CCN(c2ccccc2)CC1,5.3%,-13.1%,-8.7%
COc1ccccc1NS(=O)(=O)c1ccc(Br)s1,2.0%,-15.3%,-19.1%
COc1ccc(CNC(=O)C[C@H]2C[C@H](C(=O)N3CCCCC3)[C@@]3(CCc4ccccc4)c4[nH]c5cc(-c6ccco6)ccc5c4CCN3C2=O)cc1OC,2.9%[56.1 µM],u,u

# Source: PubChem BioAssay

# Random draw from the library; any-hit rate near 18%.
